Screens from PubChem BioAssay.
FUS yeast rescue: suppressors of FUS proteinopathy in yeast; S. cerevisiae FUS-expressing, growth rescue, OD600, 24 h; Potency, µM (highest dose often 76.6 µM), without a hit: at the highest dose growth rescue (activation), most hits filed as activators; 0.24% of 390,000 active;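 further: potency means the concentration at half of the fitted maximal effect; plate controls were DMSO vehicle for no effect and reference control for full effect; nearly all actives have a fitted effect of over 55% in size; some results filed as inactive show a strong effect at the top dose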
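S. cerevisiae expressing FUS from galactose induction served as the toxicity model. Growth after 24hr at 30C, read as absorbance at 600 nm, indicates suppression of toxicity; compounds dosed at several concentrations.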
Abeta rescue: restores growth of yeast expressing A-beta42 peptide | yeast expressing A-beta42, growth rescue, OD600, 48 h; response scale: 0% DMSO, 100% iron-clioquinol control | Potency, µM (doses to about 46.1 µM), without a hit: at the top dose growth rescue, actives largely listed as activators | 0.063% of 410,000 active; further: potency means the concentration at half of the fitted maximal effect; nearly all actives have a fitted effect of over 55% in size
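Yeast A-beta toxicity model in growth medium with pinned compounds, 48 h at 30 C; growth read as absorbance at 600 nm. Normalized to FeCl3/clioquinol equimolar mix (positive) and DMSO (negative).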
EPAC2 antag: antagonists of human EPAC2; AID 720708; Potency, µM (titrated, usually from 114 µM), without a hit: at the top dose activity, negative = inhibition, actives largely listed as inhibitors; EPAC2 GEF exchange of Rap1B-BODIPY-GDP, fluorescence; 0.18% of 360,000 active; further: potency means the concentration at half of the fitted maximal effect; on the % scale 0 is the no-effect control and ±100 the full control effect; nearly all actives have a fitted effect of over 45% in size; many of its hits are not listed in these tables
D3 ag: activates the human D3 dopamine receptor; max activation, %; 0.58% of 410,000 active; AID 652048; P35462; D3R DiscoveRx beta-arrestin cells, luminescence, 90 min; in the data active means max activation above about 30%; further: 0% is about no effect; mostly tested at two doses, the higher about 12 µM
Target sequence (P35462 whole entry, looked up): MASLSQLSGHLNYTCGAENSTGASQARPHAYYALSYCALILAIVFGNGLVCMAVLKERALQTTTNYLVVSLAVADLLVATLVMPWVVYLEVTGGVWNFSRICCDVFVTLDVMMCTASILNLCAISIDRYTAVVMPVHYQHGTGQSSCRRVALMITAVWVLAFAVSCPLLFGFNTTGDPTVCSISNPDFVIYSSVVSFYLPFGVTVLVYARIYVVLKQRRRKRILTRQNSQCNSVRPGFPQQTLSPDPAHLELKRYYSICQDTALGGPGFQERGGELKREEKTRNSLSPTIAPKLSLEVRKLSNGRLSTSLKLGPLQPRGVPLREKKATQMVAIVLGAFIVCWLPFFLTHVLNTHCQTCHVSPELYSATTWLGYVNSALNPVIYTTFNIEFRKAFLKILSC
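Agonist-mode cell screen: cells plated at 1500/well and incubated overnight at 37 °C, then exposed to library compounds for 90 min at 37 °C. Detection reagent was added for 30–60 min at room temperature, and luminescence was read.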
DRD3 antagonist: antagonists of human D3 dopamine receptor | P35462 | D3R cells, DiscoveRx beta-arrestin luminescence, antagonist mode; active compounds read low | max response, negative = inhibition, % | 2.5% of 360,000 active; in the data active means max response below about -50%; inconclusive means no clear call, values can overlap the other calls; further: on the % scale 0 is the no-effect control and ±100 the full control effect; mostly tested at two doses, the higher about 12 µM
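Cells expressing the human receptor were seeded at 1500 cells/well, incubated overnight at 37 degrees C in 5% CO2, then exposed to library compounds with dopamine controls for 90 minutes at 37 degrees C before luminescent detection.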
aSyn rescue: inhibitors of alpha-synuclein toxicity in yeast. Yeast expressing alpha-synuclein, growth rescue, BacTiter-Glo, 24 h. Potency, µM (series often up to 46.1 µM), for inactives: top-dose growth rescue (activation), most hits filed as activators. 0.14% of 370,000 active; further: potency means the concentration at half of the fitted maximal effect; % of control where 0% means no effect; nearly all actives have a fitted effect of over 65% in size
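Rescue of yeast growth: cells expressing toxic alpha-synuclein, induced in galactose at OD600 0.02, incubated with compound 24 h at 30 C. ATP luminescence quantified growth; inhibitors of toxicity appear as activators.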
EPAC2 agonist: EPAC2 (human) agonism; EPAC2 activation, biochemical qHTS; response scale: 100% = 6.5 mM cAMP response; 0.079% of 360,000 active; Potency, µM (highest dose often 154 µM), for the others: at the highest dose activation, usual class: activators; Q8WZA2; further: potency means the concentration at half of the fitted maximal effect; nearly all actives have a fitted effect of over 50% in size
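Compounds were added across a concentration range to EPAC2 (100 nM), RAP1B-BODIPY-GDP (250 nM) and GDP (50 uM). After 5 min at room temperature, fluorescence was recorded at 5-min intervals for 30 min.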
TDP-43 yeast inh: inhibitors of TDP-43 toxicity in yeast. TDP-43 expressing yeast growth rescue, BacTiter-Glo, 24 h. Potency, µM (top dose mostly 46.1 µM), for inactives: at the highest dose growth rescue (activation), hits mostly activators. 1.8% of 410,000 active; further: potency means the concentration at half of the fitted maximal effect; % of control where 0% means no effect; nearly all actives have a fitted effect of over 50% in size
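Growth rescue of TDP-43-toxic yeast measured as ATP luminescence (BacTiter-Glo). Cells grown to mid-log in raffinose, induced in galactose at OD600=0.02, exposed to compound 24 hr at 30 deg C.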
Numbers without * were called inactive; ? = inconclusive; . = no result given; & = joins results of further samples; [ ] = remark or other dose. Unless noted, the call rests on the fitted dose curve; in most records, active means well fitted curve in the direction sought with a large enough effect; inconclusive means small, poorly fitted or top-dose-only effect, or another doubt; inactive means no such curve, though single readings can be large; an effect the other way counts as inactive or inconclusive.

Fields: FUS yeast rescue	DRD3 antagonist	EPAC2 antag	aSyn rescue	D3 ag	TDP-43 yeast inh	Abeta rescue	EPAC2 agonist
> Cc1cc(C)nc(SCC(=O)NNC(=O)c2cccs2)n1
 : 0%	2	29%	-4%	-10	-26%	-1%	3%
> CCCn1c(SCC(=O)Nc2cccc(S(=O)(=O)NC3=NCCCCC3)c2)nc2ccccc2c1=O
 : ?	4	-17%	-1%	-1	-22%	-13%	4%
> Cc1cccc(C)c1NC(=O)C1c2ccccc2OCC(=O)N1CCc1c[nH]c2ccccc12 (stereo unspecified)
 : 16%	33	7%	0%	3	0%	4%	8%
> COc1ccc(C)cc1/C=C/C(=O)N1CCN(S(=O)(=O)c2cccs2)CC1
 : 20%	43	1%	-5%	-1	-2%	-3%	4%
> COc1cc(C(=O)N2CCN(C3CCCCC3)CC2)cc(OC)c1OC
 : -27%	4	0%	-3%	-2	2%	3%	0%
> CCn1c(CNC(=O)C23CC4CC(CC(C4)C2)C3)nnc1SCC(=O)Nc1ccccc1
 : ?	.	.	.	4	15%	5%	.
> CC(=O)Nc1ccc(C(=O)NC(CC(=O)O)c2ccc(Cl)cc2)cc1 (stereo unspecified)
 : 15%	7	0%	-3%	7	-15%	-1%	8%
> O=C(COc1ccc(-c2nnc(N3CCCCC3)c3ccccc23)cc1)N1CCCCC1
 : 56%	133	-14%	-3%	2	-17%	10%	10%
> COc1cc(NC(=O)c2cc(C)nc3ccccc23)cc(OC)c1
 : 8%	1	7%	8%	-2	-9%[9.22 µM]	8%	-13%
> CC(=O)c1c[nH]c2ccc(C)cc2c1=O
 : .	-6	2%	1%	4	0%	-27%	-6%
> OCCNc1nc(-c2ccccc2)nc2c1oc1ccccc12
 : 2%	-11	-2%	5%	3	25%	7%	5%
> N#CC1=C(Nc2ccccc2Cl)SC2(CCCC2)NC1=O
 : -16%	-2	13%	?	4	20%	?	7%
> Cc1ccc(CNCCNCCO)s1
 : -8%	3	13%	-2%	-10	-11%	-2%	4%
> COC(=O)N/N=C(\C)c1ccc(-n2ccnc2)cc1
 : -4%	4	8%	1%	9	-13%	4%	0%
> CCCCc1nc2cc(C(=O)NCc3ccccn3)ccc2o1
 : 11%	0	-11%	2%	-8	6%	-4%	-4%

Further compounds follow.
Fields: FUS yeast rescue	DRD3 antagonist	EPAC2 antag	aSyn rescue	D3 ag	TDP-43 yeast inh	Abeta rescue	EPAC2 agonist
> Cc1ccc(NC(=O)c2c(C(=O)Nc3ccccc3)sc3nc(C)cc(=O)n23)cc1
 : 10%&-13%	2	6%	2%	-6&-2	-1%&25%	-10%&1%	-11%
> Cc1cc(NC(=O)COC(=O)C2CCN(C(=O)c3ccc(Cl)cc3)CC2)no1
 : 22%	-16	6%	1%	0	3%	27%	2%
> CCN(CC)CCCNC(=O)c1ccc2c(Cl)c3c(nc2c1)CCCC3
 : 10%&-5%	-7	-2%	-5%	-13&-11	-16%&-1%	-31%&-24%[inhibitor]	6%
> CC(C)(C)NC(=O)Cn1nnnc1-c1nonc1N
 : 7%	0	0%	-14%	-2	-16%	-8%	-83%[inhibitor][15.6 µM]
> OC[C@@H]1CN(Cc2ccccc2)C[C@H](n2cnc3c(N4CCCC4)ncnc32)O1
 : 2%	-12	11%	-4%	2	9%	-11%	4%
> COc1ccccc1Oc1cc(F)nc(N)n1
 : 20%	11	8%	2%	17	-9%	5%	-2%
> O=C(CCNC(=O)c1ccc(Br)cc1)Nc1cc(Cl)ccc1-n1cncn1
 : 2%	-16	16%	-4%	-8	0%	-16%	8%
> CCC(C(=O)Nc1cccc(C#N)c1)n1nc(-c2ccccc2)ccc1=O (stereo unspecified)
 : ?	.	.	.	5	9%	-1%	.
> O=C(CCCN1Cc2ccccc2C1)c1ccc(F)cc1
 : 13%	-151*	17%	-4%	-15	0%	-12%	8%
> Cc1ccc(-c2nc3cnccn3c2Nc2ccc3c(c2)OCCO3)o1
 : 31%	0	7%	-16%	-8	?	1%	-4%
> CCCC(=O)C1=C(c2ccc(C)c(C)c2)N(C(=O)CCC)n2c(CC)nnc2S1
 : 17%	.	.	.	1	27%	11%	.
> CC(C)N(C(=O)Nc1ccc2nccnc2c1)C(C)C
 : -7%	2	6%	0%	4	0%	-5%	7%
> O=C(Nc1ccc(S(=O)(=O)N2CCOCC2)cc1)c1cc([N+](=O)[O-])ccc1Cl
 : 3%	-25	7%	8%	-3	-25%[1.82 µM]	-1%	3%
> CC(CCc1ccccc1)NC(=O)CCc1cn(C)c2ccccc12 (stereo unspecified)
 : 25%	0	-18%	10%	-8	4%	-1%	11%
> COc1ccc(N2CCN(C(CNC(=O)c3ccc4c(c3)OCO4)c3cccnc3)CC2)cc1 (stereo unspecified)
 : 4%	-26	16%	-5%	-1	-3%	-6%	-1%

More entries
Fields: FUS yeast rescue	DRD3 antagonist	EPAC2 antag	aSyn rescue	D3 ag	TDP-43 yeast inh	Abeta rescue	EPAC2 agonist
> O=C(CC[C@H]1O[C@@H](n2cnc3c(NC(=O)c4ccccc4)ncnc32)[C@H](O)[C@@H]1O)N[C@@H](CO)c1ccccc1
 : -22%	-12	8%	-3%	20	24%	-16%	10%
> CCC(c1nnnn1Cc1cccs1)N1CCN(C(=O)c2ccco2)CC1 (stereo unspecified)
 : 3%	-2	0%	-3%	1	25%	0%	7%
> CC(=O)c1ccc(NC(=O)c2cc(Cl)sc2Cl)cc1
 : -7%	5	-6%	-15%	-8	0%	-8%	4%
> Cc1cccc(-c2cc3nc(C)cc(=O)n3[nH]2)c1
 : -32%	9	-12%	0%	1	-5%	-10%	8%
> Cc1ccc(S(=O)(=O)N(C)C)cc1NC(=O)CCc1c[nH]c2ccccc12
 : 17%	-19	-2%	-10%	-11	-3%	-13%	9%
> COc1ccc(S(=O)(=O)N2CCOC2CNC(=O)C(=O)NCc2ccccc2OC)cc1 (stereo unspecified)
 : .	3	1%	1%	-18	-22%	-7%	6%
> Cc1cc(C)c2c(-n3cccc3)c(C(=O)O)sc2n1
 : 16%	-7	9%	-8%	3	-26%	-9%	6%
> CC1=C(C(=O)Nc2ccc(F)cc2)C(c2ccc(N(C)C)cc2)NC(=O)N1 (stereo unspecified)
 : -14%	.	.	.	9	1%	-15%	.
> O=C(Cc1ccc(-c2ccccc2)cc1)N1CCOCC1
 : 13%	15	-7%	-4%	-1	-3%	15%	2%
> C=CCNc1ncnc2c1ncn2[C@H]1CN(Cc2ccc3c(c2)OCO3)C[C@@H](CO)O1
 : -22%	0	-4%	1%	1	3%	7%	-3%
> COCCn1c2nc(=O)n(-c3ccccc3)c(=O)c-2nc2ccccc21
 : -4%	14	.	-1%	1	0%	0%	89µM*
> CNc1nc(NCc2ccccc2)c2ccccc2n1
 : -2%	19	6%	5%	-3	11%	-7%	-4%
> Cc1ccc(S(=O)(=O)/N=C/c2cc(Br)ccc2O)cc1
 : -11%	-3	-10%	-5%	13	4%	13%	5%
> C/C(CC(=O)Nc1ccccc1F)=N\NC(=O)Cc1ccc(Cl)cc1
 : 9%	5	-11%	7%	4	-16%	-9%	18%
> COCCNC(=O)CS(=O)Cc1nc(-c2ccccc2C)oc1C (stereo unspecified)
 : -16%	-12	5%	2%	9	0%	7%	8%

Additional compounds follow.
Fields: FUS yeast rescue	DRD3 antagonist	EPAC2 antag	aSyn rescue	D3 ag	TDP-43 yeast inh	Abeta rescue	EPAC2 agonist
> CC(C)=CCC/C(C)=C/CNC(=O)C[C@H]1C[C@H](C(=O)N2CCCCC2)[C@@]2(CCc3ccccc3)c3[nH]c4cc(CCC(=O)N(C)C)ccc4c3CCN2C1=O
 : -8%	1	-5%	4%	4	10%	9%	-5%
> CN1CCN(CCNC(=O)Nc2ccc([N+](=O)[O-])cc2)CC1
 : -13%	-7	6%	0%	-8	9%	5%	4%
> Cc1nc(SCC(=O)NCCN2C(=O)CSC2=O)nc(C)c1C
 : .	-2	-3%	0%	-12	3%	-2%	-5%
> O=C(O)c1cc(C(=O)O)cc(-c2ccc(/C=c3/sc4nc5ccccc5n4c3=O)o2)c1
 : -3%	-1	14%	6%	0	-6%	-28%	-21%
> O=C(c1ccccn1)N(c1ccccc1)C1(C(=O)NC2CCCCC2)CCCCC1
 : 26%	6	0%	0%	6	-1%	27%	8%
> S=c1[nH]nc(Cc2ccccc2)n1-c1ccccc1
 : 13%	-24	4%	0%	-10	12%	14%	-3%
> CC(=O)c1ccc(N2C(=O)[C@@H]3[C@H](C2=O)[C@H]2c4ccccc4C=NN2[C@@H]3C(C)=O)cc1
 : 35%	-22	-1%	1%	-2	3%	2%	1%
> COC(=O)C1(C(=O)OC)C[C@H](c2cccs2)N(Cc2ccccc2OC)[C@@H]1c1ccc(F)cc1
 : 37%	7	-6%	1%	2	11%	1%	7%
> CCc1ccc2[nH]c(=O)c(Cc3ccccc3)c(O)c2c1
 : -15%	12	-1%	2%	-3	-9%	-15%	7%
> O=C(c1cc(-c2ccccn2)nc2ccc(Cl)cc12)N1CCN(CCc2ccccc2)CC1
 : -3%	22	-2%	-1%	3	-11%	-2%	2%
> COCCn1c(-c2ccc3ccccc3c2)nc2c1c(=O)[nH]c(=O)n2CC(C)C
 : 6%	-18	4%	-1%	-4	-2%	-18%	6%
> CCC(CCC(=O)Nc1cccc([N+](=O)[O-])c1)C(=O)O (stereo unspecified)
 : -5%	-3	-2%	3%	3	-3%	-14%	-2%
> COc1ccccc1NC(=O)C1CCCCC1
 : 17%	-6	6%	-2%	-2	11%	3%	7%
> O=c1[nH]c2c(c(=O)[nH]1)CCC2
 : 13%	-2	12%	-6%	-10	.	1%	2%

Compounds from the list above that have bromine (2):
Fields: FUS yeast rescue	DRD3 antagonist	EPAC2 antag	aSyn rescue	D3 ag	TDP-43 yeast inh	Abeta rescue	EPAC2 agonist
> O=C(CCNC(=O)c1ccc(Br)cc1)Nc1cc(Cl)ccc1-n1cncn1
 : 2%	-16	16%	-4%	-8	0%	-16%	8%
> Cc1ccc(S(=O)(=O)/N=C/c2cc(Br)ccc2O)cc1
 : -11%	-3	-10%	-5%	13	4%	13%	5%

Not all compounds are listed; count on the stated rates, not on these rows.
